High-throughput results from PubChem BioAssay.
ERG Ets-DNA blk = inhibitors of human ERG Ets domain-DNA interaction; fluorescence polarization, His-ERG Ets domain / labelled DNA; Potency, µM (titrated, usually from 76.9 µM), inactives show at the highest dose FP activity, negative = inhibition, hits mostly inhibitors; 370,000 tested, 0.028% active; AID 624246; active means well fitted inhibition curve with a large enough effect in the polarisation, with a control signal flat; inconclusive means small, poorly fitted or top-dose-only effect, or effect the other way, or a change in a side signal; inactive means no such curve, though single readings can be large or run the other way; the % refers to the polarisation;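 further: polarization taken with two DNA probes labelled with fluorescein and Texas red; potency means the concentration at half of the fitted maximal effect; % of control where 0% means no effect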
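His-tagged ERG Ets domain (1 uM in the protein solution; 300mM KCl, 50mM Tris-HCl, 1mM EDTA, 1mM DTT, pH 7.5) received compound, then a probe mix of 5 nM fluorescein-DNA and 100nM Texas-615-DNA. Fluorescence polarization was read for both dyes.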
GLS inh = blocks human kidney-isoform glutaminase activity. GLS enzymatic activity, qHTS titration. Potency, µM (top dose mostly 45.5 µM), for inactives: at the highest dose activity change, negative = inhibition, hits mostly inhibitors. 410,000 tested, 0.21% active; further: potency means the concentration at half of the fitted maximal effect; on the % scale 0 is the no-effect control and ±100 the full control effect
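Read-out is an Amplex red fluorescence increase coupled through glutamate oxidase and HRP, measured before and after 30 min room-temperature incubation. hKGA is in 45 mM KH2PO4 (pH 8.2) with 0.02% Tween-20; glutamine added as 1mM solution.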
BAZ2B block = BAZ2B (human) inhibition; Potency, µM (titrated, usually from 114 µM), for the others: top-dose activity change, negative = inhibition, hits mostly inhibitors; AlphaScreen BAZ2B-H3K14Ac peptide displacement; Q9UIF8; 360,000 tested, 4.4% active; further: potency means the concentration at half of the fitted maximal effect; on the % scale 0 is the no-effect control and ±100 the full control effect; nearly all actives have a fitted effect of over 60% in size
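In this displacement format the biotinylated H3(5-23) peptide acetylated at Lys14 serves as ligand at 50 nM, with BAZ2B at 50 nM in PBS pH 7.4 containing 0.01% Tween-20. Donor and acceptor beads are 10 ug/mL final.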
HP1b chromo inh = blocks HP1-beta chromodomain binding to methylated histone tails. AlphaScreen HP1-beta / biotin-H3K9me3 peptide binding. P83916. AID 540317. 390,000 tested, 0.56% active. Potency, µM (doses to about 114 µM), without a hit: at the highest dose activity change, negative = inhibition, usual class: inhibitors; further: potency means the concentration at half of the fitted maximal effect; nearly all actives have a fitted effect of over 70% in size; inactives centre near 23
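AlphaScreen: HP1-beta (50 nM) preformed 30 min with biotin-H3(1-18)K9me3 peptide (50 nM) in PBS pH 7.4, 0.01% Tween-20. Compound added for 30 min at RT, then streptavidin donor/nickel chelate acceptor beads (10 ug/mL) for 30 min.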
JMJD2A Tudor = JMJD2A Tudor domain (human) inhibition; O75164; AlphaScreen JMJD2A-Tudor / H3K4me3 peptide binding; Potency, µM (top dose mostly 114 µM), for inactives: at the top dose activity change, negative = inhibition, most hits filed as inhibitors; 390,000 tested, 4.4% active; AID 504339; further: potency means the concentration at half of the fitted maximal effect; on the % scale 0 is the no-effect control and ±100 the full control effect; nearly all actives have a fitted effect of over 50% in size
Target sequence (O75164 whole entry, looked up, the tested form may be a part): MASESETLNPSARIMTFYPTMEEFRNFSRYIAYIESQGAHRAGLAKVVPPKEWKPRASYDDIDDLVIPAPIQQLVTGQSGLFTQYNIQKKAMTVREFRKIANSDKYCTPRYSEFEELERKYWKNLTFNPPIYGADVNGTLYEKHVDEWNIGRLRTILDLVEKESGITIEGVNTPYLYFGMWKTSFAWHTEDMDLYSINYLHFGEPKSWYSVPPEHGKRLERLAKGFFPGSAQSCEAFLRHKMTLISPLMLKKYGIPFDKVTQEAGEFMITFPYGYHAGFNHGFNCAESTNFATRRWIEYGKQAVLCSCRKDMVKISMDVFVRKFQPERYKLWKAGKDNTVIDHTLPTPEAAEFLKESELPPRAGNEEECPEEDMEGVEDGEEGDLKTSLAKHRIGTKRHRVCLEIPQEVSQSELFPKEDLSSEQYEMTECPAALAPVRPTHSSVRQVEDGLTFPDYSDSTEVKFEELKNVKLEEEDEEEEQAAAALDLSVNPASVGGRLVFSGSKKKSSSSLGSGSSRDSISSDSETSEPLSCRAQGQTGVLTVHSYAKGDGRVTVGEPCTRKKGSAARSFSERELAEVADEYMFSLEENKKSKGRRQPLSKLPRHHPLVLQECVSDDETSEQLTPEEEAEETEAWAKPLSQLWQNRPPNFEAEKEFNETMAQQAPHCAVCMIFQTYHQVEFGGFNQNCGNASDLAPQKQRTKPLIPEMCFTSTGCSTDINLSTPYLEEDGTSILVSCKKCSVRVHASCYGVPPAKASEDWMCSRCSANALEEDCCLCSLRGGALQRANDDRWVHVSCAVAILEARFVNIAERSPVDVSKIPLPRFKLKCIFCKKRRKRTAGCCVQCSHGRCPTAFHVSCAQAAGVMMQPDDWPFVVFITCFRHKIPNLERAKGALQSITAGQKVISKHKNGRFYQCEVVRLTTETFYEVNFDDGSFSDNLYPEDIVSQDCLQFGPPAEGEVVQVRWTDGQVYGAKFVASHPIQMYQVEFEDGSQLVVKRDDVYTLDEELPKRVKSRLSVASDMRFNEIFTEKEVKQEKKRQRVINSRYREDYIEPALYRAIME
RGS4 inhibitor = blocks human RGS4-accelerated GTP hydrolysis | P49798 | Transcreener GDP fluorescence polarization, RGS4-accelerated GTP hydrolysis | Potency, µM (highest dose often 114 µM), without a hit: top-dose activity change, negative = inhibition, actives largely listed as inhibitors | 390,000 tested, 0.039% active; further: potency means the concentration at half of the fitted maximal effect; on the % scale 0 is the no-effect control and ±100 the full control effect; nearly all actives have a fitted effect of over 75% in size; some results filed as inactive show a strong effect at the top dose
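MLSMR compounds (23 nl, pin-transferred) preincubated 10 min at room temperature with a 500nM (2x) first reagent, then RGS4 at 900nM (2x) plus Transcreener GDP mix added; fluorescence polarization (620/688 nm) read before and after 90 min at 30 °C.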
PI4K2A inh = blocks human PI4K2A kinase activity | Q9BTU6 | activity change, negative = inhibition, % at 76.9 µM | purified PI4K2A, ADP-Glo luminescence, 1 h; active compounds read low | 420,000 tested, 0.13% active; in the data active means activity change below about -50%; inconclusive means mostly about -30% to -49%;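 further: -100% = wells without enzyme as full effect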
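Compounds are screened against recombinant PI4K2A using PI as substrate and ATP, the latter dispensed at 300 microM. Reactions run one hour at ambient temperature before ADP-Glo detection; full inhibition defined by wells lacking enzyme.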
ALOX12 inh = blocks human arachidonate 12S-lipoxygenase; P18054; purified 12hLO, xylenol orange hydroperoxide absorbance; Potency, µM (series often up to 108 µM), inactives show at the top dose activity change, negative = inhibition, most hits filed as inhibitors; 580,000 tested, 1.1% active; AID 1671190; further: potency means the concentration at half of the fitted maximal effect; on the % scale 0 is the no-effect control and ±100 the full control effect
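Purified human 12hLO (150 nM final) in 25 mM Hepes, 0.01% Triton X-100, pH 7.0 was preincubated 15 min at room temperature with compound. Then 40 uM arachidonic acid was added, 30 min. Hydroperoxide was read by Fe-XO absorbance ratio 573/405 nm.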
G9a inh = inhibitors of human histone lysine methyltransferase G9a. Q96KQ7. G9a H3K9 monomethylation, AlphaScreen, 2 h. Potency, µM (titrated, usually from 102 µM), for inactives: at the highest dose activity, negative = inhibition, usual class: inhibitors. 350,000 tested, 8.8% active. AID 504332; further: potency means the concentration at half of the fitted maximal effect; on the % scale 0 is the no-effect control and ±100 the full control effect; nearly all actives have a fitted effect of over 75% in size
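Step 1: enzyme (final 20 nM) with compound, 15 min RT. Step 2: substrate peptide 500 nM and SAM 20 uM, 2 h RT. Step 3: anti-H3K9me1 antibody and AlphaScreen beads, 10 min, then plate read.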
An asterisk follows results filed as active; u = inconclusive; x = no result given; & = joins results of further samples; [ ] = another dose, or the depositor's remark. Unless noted, the call rests on the fitted dose curve; in most records, active means well fitted curve in the direction sought with a large enough effect; inconclusive means small, poorly fitted or top-dose-only effect, or another doubt; inactive means no such curve, though single readings can be large; an effect the other way counts as inactive or inconclusive. Not all compounds are listed; the hit share may differ from the screen's.

SMILES	ERG Ets-DNA blk	GLS inh	BAZ2B block	HP1b chromo inh	JMJD2A Tudor	RGS4 inhibitor	PI4K2A inh	ALOX12 inh	G9a inh
CC(Sc1ccc(S(=O)(=O)N2CCCC2)cn1)C(N)=O (configuration not stated)	0%[15.4 µM]	6%	-4%	28%	5%	8%	0	-9%	2%[59 µM]
COc1ccc(CCNC(=O)c2ccc(COc3ccccc3OC)o2)cc1	-3%	1%	1%	32%[activator]	-15%	-17%	-1	479%[activator]	17%
Cc1ccc(NC(=O)N2CCc3ccccc3C2)c(C)c1	-11%	-3%	-12%	31%	-6%	-13%	0	36%[activator]	-5%
O=C(Nc1cccc(C(F)(F)F)c1)C1(c2ccccc2)CC1	-4%	3%	28%	100%	37%[activator]	-4%	-4	-13%	64%[activator][59 µM]
O=C(CCNS(=O)(=O)c1ccc2c(c1)CCC(=O)N2)Nc1ccc2c(c1)OCCO2	-13%	-6%	-4%	35%	-7%	-34%	4	0%	8%
COC(=O)c1sc(NC(=O)c2ccc([N+](=O)[O-])o2)c(C#N)c1C	3%	3%	u	u	u	-4%	3	0%	13µM*
O=C(Nc1ccc2c(c1)OCCO2)c1ccc(Br)cc1	2%	0%	5%	30%	-21%	-6%	-12	u	x
CC(C)c1ccc(-n2cnn(-c3ncccc3[N+](=O)[O-])c2=O)cc1	-3%	-11%	u	27%	-8%[57.1 µM]	-1%	0	-10%	u
CCN(CC)CCSC(=O)C(c1ccccc1)c1ccccc1	x	23%&25%	x	x	x	x	5	-14%	4%[12.7 µM]
CCOC(=O)Cn1nc(-c2ccccc2)c2cnc3ccc(OCC)cc3c21	1%	23%	x	1%	-30%	-23%	-7	-7%	-15%[59 µM]
COc1ccc(Nc2nc(C)nc3c2nnn3Cc2ccccc2Cl)c(OC)c1	1%	-2%	-29%	31%	-3%	9%	-2	49%[activator]	-74%
COc1ccc(NC(=O)c2cc(-c3ccco3)on2)cc1	-1%	-3%	-3%	26%	-2%	4%	6	4%	u
CC(C)c1nnc(NC(=O)c2nc(S(=O)(=O)Cc3ccc(F)cc3)ncc2Cl)s1	-9%	-13%	-28%	17%[57 µM]	u	-45%	-26	-3%	8.9µM*
CN(C)CCCn1c(SCC(=O)Nc2nc(-c3cccc(Br)c3)cs2)nc2ccccc2c1=O	1%	0%	u	u	40µM*	-26%	2	-21%	u
CCOc1ccc(N2CC(C(=O)Nc3nnc(Cc4ccc(OC)c(OC)c4)s3)CC2=O)cc1 (configuration not stated)	-6%	-7%	-35%	-17%	u	-11%	1	-27%	u
CCC(C)[C@H](NC(=O)[C@@H]1CSC2c3ccccc3C(=O)N21)C(=O)NCC1CCCO1 (some centres not stated)	13%	-6%	-11%	65%[activator]	5%	-1%	5	21%	56%[activator]
COc1cccc(CNC(=O)c2nnn(CC(=O)Nc3cc(Cl)ccc3C)c2N)c1	5%&3%	2%&-7%	-33%	22%&14%	-23%&-30%	-13%&-31%	-8&-7	-6%&-28%	6%&-5%[59 µM]
O=C(/C=C/c1ccccc1)NNc1ccc(Cl)cc1	-5%	-4%	u	30%	1%	-11%	-1	0%	8.9µM*
NC(=S)N=Nc1c(O)n(Cc2ccc(F)cc2)c2ccccc12	-13%	1%	11%	27%	-19%	-14%	-7	-13%	6%
Oc1ccc(-c2nc(-c3ccccc3)c(-c3ccc(Br)cc3)[nH]2)cc1	0%	4%	u	-12%	u	-29%	-3	u	-10%[59 µM]
O=C1CCC(CCc2nc3ccccc3[nH]2)(c2ccccc2)C(=O)N1 (configuration not stated)	0%	-3%	x	33%	-8%	14%	3	-10%	x
CCOc1ccc(N(CC(=O)Nc2ccc(C)c(Cl)c2)S(C)(=O)=O)cc1	3%	-7%	9%[57.1 µM]	26%	-26%	-18%	7	12%	x
O=C(CN1C(=O)CCSc2ccccc21)Nc1ccccc1F	2%	1%	4%	50%[activator]	8%	18%	1	0%	-2%[59 µM]
CCN(C(=O)COC(=O)C1=COCCO1)c1c(N)n(Cc2ccccc2)c(=O)[nH]c1=O	-15%	-7%	2%	23%	-11%	-11%	-4	-24%	u
NS(=O)(=O)c1cc(C(=O)OCC(=O)NNC(=O)c2ccccc2)ccc1Cl	15%	19%	-7%	21%	-15%	6%	5	-16%	11%[59 µM]

Next section:
SMILES	ERG Ets-DNA blk	GLS inh	BAZ2B block	HP1b chromo inh	JMJD2A Tudor	RGS4 inhibitor	PI4K2A inh	ALOX12 inh	G9a inh
O=C(c1cc2ccccc2oc1=O)N1CCN(S(=O)(=O)c2ccccc2)CC1	3%	1%	0%	22%	-1%	4%	-1	-7%&6%	-9%
Cn1ncc(C#N)c1NC(=O)c1cc(-c2ccccc2Cl)on1	-11%	-4%	-7%	31%	-8%	-20%	-4	-16%	-10%[0.0925 µM]
CCc1nnc(NS(=O)(=O)c2ccc(N3C(=O)C4CC=C(Cl)CC4C3=O)cc2)s1 (configuration not stated)	-9%	29%	-35%	20%	u	-4%	-1	-11%	u
COc1cccc(C(=O)NCc2ccc3c(c2)cc(C)n3C)c1	u	-9%	u	0%	u	-3%	0	-9%	50µM*
Cc1ccc(-c2[nH]c3cc(C(N)=O)ccc3c(=O)c2O)cc1	6%	20%	-19%	45%[activator]	-13%	11%	3	-30%	10%[59 µM]
Cn1c2c(c(=O)n(C)c1=O)C(c1cc(Br)ccc1F)CC(=O)N2 (configuration not stated)	5%	2%	-19%	41%[activator]	-12%	-17%	2	-4%	1%[59 µM]
COc1ccc(C(=O)c2ccc3oc(-c4ccc(OC)cc4)c(-c4ccc(O)cc4)c3c2)cc1	5%	2%	x	-13%	-24%	-1%	-2	-21%	x
O=C(Nc1cccc2c1C(=O)NC2=O)c1ccccc1[N+](=O)[O-]	-6%	-10%	1%	65%[activator]	-3%[11.4 µM]	3%[11.4 µM]	-6	-16%	-32%
COc1ccc(N(CC(O)Cn2nnc3ccccc32)S(=O)(=O)c2ccc(C)cc2)cc1 (configuration not stated)	x	-1%	0%	16%	-18%	-12%	-1	-9%	-6%[59 µM]
O=C(O)c1ccc(NC(CSCc2ccccc2F)C(=O)O)c([N+](=O)[O-])c1 (configuration not stated)	2%	1%	-14%	1%	32µM*	-19%	2	-12%	u
CCCCOc1ccc(NC(=O)Cn2nnnc2-c2ccccc2F)cc1	5%	2%	0%	35%	-3%	12%	-1	-18%	u
OCC#CCSc1nnc(-c2ccncc2)o1	-2%	2%	8%	18%	-27%	6%	-4	0%	-8%[2.33 µM]
C=CC(=O)N1C/C(=C/c2ccc(Cl)cc2)C(=O)/C(=C\c2ccc(Cl)cc2)C1	x	-11%	x	u	u	u	3	-27%	x
O=C(Oc1ccc(Cl)c2cccnc12)c1ccco1	1%	2%	50µM*	42%[activator]	-18%	2%	0	19%	u
CCNC(=O)COC(=O)c1ccc(NS(=O)(=O)c2ccc3c(c2)OCCO3)cc1	-1%	0%	4%	45%[activator]	5%	-9%	4	-10%	8%[59 µM]
COC(=O)c1c(NC(=O)CSc2nnc(Cn3nnc4ccccc43)n2C)sc(C)c1C	x	10%	9%	44%[activator]	-4%	-1%	-2	-2%[57.4 µM]	-9%
COc1ccc2c3n(nc2c1)CCN=C3c1cc(Cl)c(N)c(Cl)c1	4%	11%	-10%	9%	u	5%	2	u	4%[2.33 µM]
Cc1oc(-c2ccc(Cl)cc2)nc1CSCC(=O)NCCCN1CCOCC1	-4%	-1%	u	9%	-8%	0%	1	0%	-15%
COc1ccc(-c2nc3nc(C)cc(Nc4ccc(C(C)=O)cc4)n3n2)cc1	5%	u	-10%	26%	-9%	u	-6	u	-30%[59 µM]
CCOC(=O)Cc1csc(NC(=O)COc2ccc(OC)cc2)n1	2%	2%	-5%	47%[activator]	-2%	6%	0	30%[57.4 µM]	u
O=S(=O)(NCc1cccnc1)c1cccs1	x	11%	8%	17%	-6%	12%	2	1%	u
COc1ccc(NC(=O)c2c(C)oc3ccc(O)c(CN4CCCC4)c23)cc1Cl	3%	4%	-13%	17%	-21%	-4%	-2	u	1%[59 µM]
COc1ccc(C(=O)CSc2nnc(Cc3ccccc3)o2)cc1	2%	0%	x	9%	-11%	18%	-3	1%	15%[59 µM]
CCCCn1c(CNC(=O)C23CC4CC(CC(C4)C2)C3)nnc1SCC(=O)Nc1ccc(F)cc1	-1%	3%	-14%	21%	-21%	-1%	0	0%	-42%[59 µM]
COc1ccc(N2CCN(CCCNC(=O)c3ccc4nc(N5CCCCC5)sc4c3)CC2)cc1	-2%	7%	25µM*	u	45µM*	-31%	-1	u	u
Fc1ccccc1N1CCN(c2c3c(nc4nncn24)CCC3)CC1	-1%	14%	-15%	31%	-8%	11%	-2	-12%	7%[59 µM]
CCOC(=O)c1c(C)[nH]c(N=Nc2ccccc2C)c1C	x	16%	32µM*	-35%	25µM*	-14%	-1	-16%	16µM*
CCOc1cccc(C2c3c(oc4ccc(F)cc4c3=O)C(=O)N2CCc2ccc(OC)cc2)c1 (configuration not stated)	1%	3%	-1%	34%	1%	12%	0	3%	2%[59 µM]
